High-throughput results (PubChem BioAssay)
RPL19A-GFP yeast – alters RPL19A-GFP fluorescence in TOR pathway yeast screen; 330,000 tested, 0.3% active; S. cerevisiae RPL19A-GFP strain, flow cytometry, 3 h; stronger effect = lower value; percent response vs DMSO, % at 10 µM;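 active = percent response vs DMSO below 50%; inconclusive = fewer than 70 events counted for the yeast strain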;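 note: median channel GFP fluorescence of the barcoded RPL19A-GFP strain; ratio of sample median GFP to plate DMSO average so 100% = DMSO; lower means less RPL19A-GFP as with rapamycin TOR inhibition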
MEP2-GFP yeast – alters MEP2-GFP fluorescence in TOR pathway yeast screen | S. cerevisiae MEP2-GFP strain, flow cytometry GFP, 3 h; 100% = DMSO control level | GFP response vs DMSO, % at 10 µM | 330,000 tested, 0.51% active;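 active = GFP response versus DMSO above a set limit, roughly screen mean plus 3 SD, cut at about 180% in these data; inconclusive = fewer than 70 cells counted for a yeast strain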;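 note: median GFP fluorescence of the barcode-gated MEP2-GFP cells per well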
LAP4-GFP MLPCN – modulators of TOR pathway LAP4-GFP in S. cerevisiae; S. cerevisiae LAP4-GFP multiplex, flow cytometry GFP, 3 h; median GFP as percent of DMSO wells; GFP response vs DMSO, % at 10 µM; 320,000 tested, 0.34% active; AID 2023;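 active = GFP response vs DMSO above a set limit, about the screen mean plus 3 SD, cut at about 150% in these data; inconclusive = under 70 cell events counted for the yeast strain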
CIT2 TOR yeast – yeast TOR pathway CIT2-GFP modulation; S. cerevisiae CIT2-GFP strain, flow cytometry, 3 h; 100 means same as DMSO wells; GFP response vs DMSO, % at 10 µM; 320,000 tested, 0.065% active;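 active = GFP response relative to DMSO above a set limit, near the screen mean plus 3 SD, cut at about 150% in these data; inconclusive = Fewer than 70 cells measured for a yeast strain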;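 note: ratio of well median GFP fluorescence to mean of DMSO wells on the plate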
GASC-1 inh – blocks human GASC-1 demethylase activity. Q9H3R0. GST-JMJD2C(1-420) H3K9me3 demethylation, DELFIA europium. inhibition, % at 2.35 µM. 330,000 tested, 0.069% active;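 active = more than half of a compound's replicate wells show inhibition beyond 50%, single wells judged on their own value; inconclusive = some, but no more than half, of replicates pass 50% inhibition; inactive = no replicate passes 50% inhibition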;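 note: signal counts dimethyl H3K9 product captured on neutravidin plate; 0% = median of DMSO wells and 100% = 0.3 times that DMSO median; strong numbers were not always called active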
Target sequence (Q9H3R0 1-420 limits assumed): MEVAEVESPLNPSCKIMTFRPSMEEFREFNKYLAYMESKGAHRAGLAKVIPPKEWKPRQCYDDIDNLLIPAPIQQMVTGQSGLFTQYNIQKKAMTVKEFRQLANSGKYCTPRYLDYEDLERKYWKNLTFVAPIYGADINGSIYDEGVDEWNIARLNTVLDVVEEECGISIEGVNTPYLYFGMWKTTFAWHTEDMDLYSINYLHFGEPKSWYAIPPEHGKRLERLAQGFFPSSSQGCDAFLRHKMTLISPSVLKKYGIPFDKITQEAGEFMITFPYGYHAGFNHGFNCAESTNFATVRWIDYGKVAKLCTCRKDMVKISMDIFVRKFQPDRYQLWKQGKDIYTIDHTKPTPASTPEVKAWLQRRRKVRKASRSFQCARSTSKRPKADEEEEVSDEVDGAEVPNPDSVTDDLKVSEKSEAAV
AGP1-GFP MLPCN – alters AGP1-GFP fluorescence in TOR pathway yeast screen | S. cerevisiae AGP1-GFP multiplex flow cytometry, 3 h; GFP as percent of DMSO wells | GFP response vs DMSO, % at 10 µM | 320,000 tested, 0.02% active | AID 2066;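 active = GFP response relative to DMSO above a set limit, near screen average plus 3 SD, cut at about 150% in these data; inconclusive = fewer than 70 cells counted for the yeast strain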;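 note: median GFP channel fluorescence of the gated AGP1 strain per well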
GRK2 aptamer HTS – blocks RNA aptamer binding to human GRK2. P25098. bead flow cytometry, FAM-aptamer displacement from GRK2. inhibition of aptamer binding, % at 10 µM. 330,000 tested, 0.59% active;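 active = inhibition of aptamer binding above 40%, roughly 3 SD of noise, on plates passing a quality check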;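 note: median bead fluorescence of bound FAM aptamer so fluorescent compounds give negative values; no value below 0 was filed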
Target sequence (P25098 whole entry, looked up): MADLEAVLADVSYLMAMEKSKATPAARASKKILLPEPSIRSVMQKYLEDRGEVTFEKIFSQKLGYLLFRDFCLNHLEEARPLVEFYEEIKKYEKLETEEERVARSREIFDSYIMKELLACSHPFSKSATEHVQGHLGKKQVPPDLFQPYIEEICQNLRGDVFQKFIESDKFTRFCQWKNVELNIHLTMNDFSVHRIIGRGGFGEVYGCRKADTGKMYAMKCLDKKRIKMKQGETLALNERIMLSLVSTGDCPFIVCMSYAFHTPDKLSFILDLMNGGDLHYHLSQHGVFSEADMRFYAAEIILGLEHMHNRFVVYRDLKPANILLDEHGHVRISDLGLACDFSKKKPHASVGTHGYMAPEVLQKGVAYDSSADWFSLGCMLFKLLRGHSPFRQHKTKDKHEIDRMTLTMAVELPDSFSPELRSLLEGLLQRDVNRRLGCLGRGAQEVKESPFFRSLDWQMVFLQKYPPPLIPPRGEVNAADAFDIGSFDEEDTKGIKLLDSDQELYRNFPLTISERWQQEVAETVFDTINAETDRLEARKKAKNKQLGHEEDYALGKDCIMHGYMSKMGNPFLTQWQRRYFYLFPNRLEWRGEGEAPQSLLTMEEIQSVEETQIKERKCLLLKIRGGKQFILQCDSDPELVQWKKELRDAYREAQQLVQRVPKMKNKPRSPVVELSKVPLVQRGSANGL
VLA-4 inh – inhibition in a human VLA-4 binding assay; AID 2557; P13612; VLA-4 expressing cells, ligand binding flow cytometry; inhibition, % (about 7 µM as worked out from the volumes in the protocol); 330,000 tested, 0.2% active; in the data active = inhibition above about 50%
* hit, by the source's call; ? = inconclusive; / = no result given.

1	COc1cccc(NC(=O)CN2C(=O)C(=O)N(C3CCCC3)C2=O)c1
2	C=CCn1c(SCC(=O)Nc2c(C)n(C)n(-c3ccccc3)c2=O)nnc1-c1cccnc1
3	COc1ccc(NC(=O)CSc2cn[nH]n2)c(OC)c1
4	NS(=O)(=O)c1cccc(NC(=O)c2cccc(N3C(=O)c4ccccc4C3=O)c2)c1
5	COc1ccc(Cl)cc1S(=O)(=O)N(C)CC(=O)N1CCOCC1
6	CCCN(C#N)c1nc(NCC)nc(NC(C)C)n1
7	CCOC(=O)N1CCN(C(=O)c2n[nH]c(=O)c3ccccc23)CC1
8	O=S(=O)(Nc1cccnc1)c1ccccc1
Compound	1	2	3	4	5	6	7	8
RPL19A-GFP yeast	101	100	101	101	101	98	106	99
MEP2-GFP yeast	100	101	94	108	102	97	99	96
LAP4-GFP MLPCN	92	101	92	101	93	100	106	109
CIT2 TOR yeast	105	94	101	100	102	99	108	106
GASC-1 inh	0	9	7	0	-10	0	-4	51
AGP1-GFP MLPCN	100	101	96	104	103	102	112	105
GRK2 aptamer HTS	2	1	0	0	3	0	0	1
VLA-4 inh	15	2	0	12	17	-6	-8	6

9	O=C(/C=C/c1ccc(Cl)c(Cl)c1)NCCCn1ccnc1
10	OCC(Cc1ccccc1)NCc1ccccc1C(F)(F)F (stereo not drawn)
11	N#CC1=C(N)Oc2n[nH]c(-c3cccs3)c2C1c1ccsc1 (stereo not drawn)
12	CCOc1ccccc1N(C(=O)c1snc(C(N)=O)c1N)C(CC)C(=O)NC1CCCC1 (stereo not drawn)
13	CC(=O)N(Cc1ccc(F)cc1)Cc1nc2ccccc2c(=O)[nH]1
14	CCOc1ccc(/C=C2\NC(=S)NC2=O)cc1
15	N#Cc1c(/N=C/c2ccccc2)oc(-c2ccccc2)c1-c1ccccc1
16	COCCCn1c(=S)[nH]c2sc3c(c2c1=O)CCCC3
Compound	9	10	11	12	13	14	15	16
RPL19A-GFP yeast	102	103	98	102	98	92	96	100
MEP2-GFP yeast	98	99	99	106	99	84	103	99
LAP4-GFP MLPCN	93	87	101	98	102	98	105	93
CIT2 TOR yeast	102	98	90	95	104	92	95	110
GASC-1 inh	7	-7	6	5	11	-6	5	-7
AGP1-GFP MLPCN	98	97	101	98	106	95	94	99
GRK2 aptamer HTS	0	0	1	1	0	1	3	1
VLA-4 inh	-12	4	8	13	4	0	6	0

17	N#Cc1c(-c2ccc(Cl)cc2)nc2n(c1=O)CCCS2
18	COc1c(N2CCNC(C)C2)c(F)cc2c(=O)c(C(=O)O)cn(C3CC3)c12 (stereo not drawn)
19	CC(C)Oc1ccc(CNC(=O)c2ccc3c(c2)N(C)CCS3)cc1
20	O=C(O)CC/C(=C\c1cc2c(cc1Br)OCO2)c1nc2ccccc2s1
21	Cc1cc2[nH]c3c(c[n+](C)c4ccccc34)c2cc1C
22	CC(C)(C)C(=O)Nc1ccc2oc(-c3cc(F)c(F)cc3Cl)nc2c1
23	Cc1cc(C)[n+](-c2ccc(F)cc2)c2[nH]c(=O)[nH]c(=O)c12
24	CC(Sc1ccccc1)C(=O)NN=C1CCN(C)CC1 (stereo not drawn)
Compound	17	18	19	20	21	22	23	24
RPL19A-GFP yeast	99	102	91	84	76	97	106	93
MEP2-GFP yeast	143	96	91	97	96	99	99	88
LAP4-GFP MLPCN	80	108	104	117	95	105	95	91
CIT2 TOR yeast	119	106	86	63	89	103	115	99
GASC-1 inh	10	1	1	0	-1	0	2	4
AGP1-GFP MLPCN	76	95	85	82	77	89	108	98
GRK2 aptamer HTS	0	0	0	1	0	1	5	2
VLA-4 inh	-7	3	26	2	-18	-6	1	-10

25	COc1ccc2oc(C)c(C(=O)NN)c2c1
26	COC(=O)c1c(NC(=O)c2ccccc2OC)sc(C(=O)N2CCOCC2)c1C
27	COc1ccc(-c2nnn(-c3cc(Cl)cc(Cl)c3)c2N)cc1
28	CSc1nc(C)cc(C)c1C(N)=O
29	CCOC(=O)COc1ccccc1/C=N\NC(=O)c1cc2c(ccc3ccccc32)o1
30	CC(=O)Oc1ccc(/C=C(\NC(=O)c2ccco2)C(=O)NCc2ccco2)cc1
31	Cc1ccc(CNC(=O)CN(C(=O)C2(C)CC(=O)N=C3C=CC=CN32)c2cc(C)ccc2C)cc1 (stereo not drawn)
32	Cc1ccccc1/C=C1\CCCc2ccccc2C1=O
Compound	25	26	27	28	29	30	31	32
RPL19A-GFP yeast	98	93	106	102	112	95	105	98
MEP2-GFP yeast	103	97	112	101	114	97	107	91
LAP4-GFP MLPCN	97	87	127	101	106	92	106	99
CIT2 TOR yeast	99	94	100	90	106	93	108	91
GASC-1 inh	3	6	-15	23	3	-4	-2	4
AGP1-GFP MLPCN	101	91	112	99	97	95	109	96
GRK2 aptamer HTS	0	0	0	1	7	2	0	0
VLA-4 inh	-6	4	0	13	-1	2	11	5

33	COc1cc2c(cc1OC)CC(=O)NC=C2
34	CCOc1ccc(S(=O)(=O)NCCCN2CCCC2=O)cc1
35	Cc1[nH]c2ccccc2c1C(=O)CN1C(=O)C(=O)N(CCC2=CCCCC2)C1=O
36	O=C(CCCN1C(=O)c2ccccc2C1=O)Oc1ccc(F)cc1
37	O=C(COC(=O)C1CCCN1C(=O)C12CC3CC(CC(C3)C1)C2)c1ccc(Br)cc1 (stereo not drawn)
38	COc1ccc(N2C(=O)C3CCCN3C2c2cccc(OC)c2)cc1 (stereo not drawn)
39	CCCN1CCN(c2nc(-c3cccs3)nc3ccccc23)CC1
40	CNC(=O)C1=NCCCc2cc(OC)c(OC)cc21
Compound	33	34	35	36	37	38	39	40
RPL19A-GFP yeast	102	87	92	99	109	93	104	104
MEP2-GFP yeast	97	94	92	104	103	99	110	105
LAP4-GFP MLPCN	102	91	90	116	91	94	92	93
CIT2 TOR yeast	101	87	92	91	108	99	105	105
GASC-1 inh	1	-3	4	-27	-6	11	10	30
AGP1-GFP MLPCN	108	87	95	94	99	98	98	108
GRK2 aptamer HTS	2	3	0	0	8	3	0	0
VLA-4 inh	5	-4	22	-3	-4	-25	4	-1

41	COc1cccc(N(C(=O)c2cccs2)c2nc3ccccc3s2)c1
42	O=C(Nc1nnc(C2CC2)s1)c1cncc(Br)c1
43	Cc1ccc(NC(=O)c2ccc(S(=O)(=O)NCc3cccnc3)cc2)cc1C
44	NS(=O)(=O)c1ccc(NC(=O)c2ccc(S(=O)(=O)N3CCOCC3)o2)cc1
45	Cc1ccc(C(C(=O)NC2CCCC2)N2CCCC(C)C2)cc1 (stereo not drawn)
46	O=C(Oc1c(-c2ccccc2)oc2ccccc2c1=O)c1ccccc1
47	Cc1ccc(S(=O)(=O)N(C)c2c(C)ccc(S(=O)(=O)NC(C)(C)C)c2C)cc1
48	Cc1ccc(/C([O-])=C(/C(=S)NCc2ccccc2)[n+]2ccccc2)cc1[N+](=O)[O-]
Compound	41	42	43	44	45	46	47	48
RPL19A-GFP yeast	96	100	101	100	101	104	94	99
MEP2-GFP yeast	95	99	94	107	97	102	103	100
LAP4-GFP MLPCN	95	97	99	114	101	100	100	106
CIT2 TOR yeast	110	107	105	99	98	100	96	99
GASC-1 inh	-9	3	-2	4	-1	-7	-4	-5
AGP1-GFP MLPCN	101	95	104	108	101	107	100	103
GRK2 aptamer HTS	0	4	0	10	0	0	0	0
VLA-4 inh	-26	-3	-5	-1	21	-11	-94	0

49	CCOC(=O)C1=C(COC(=O)c2ccco2)NC(=O)NC1CC (stereo not drawn)
50	O=C(CN(c1ccccn1)S(=O)(=O)c1ccc(F)cc1)Nc1ccccc1
51	CCC(C)NS(=O)(=O)c1ccc(S(=O)(=O)N2CC=C(c3ccc(F)cc3)CC2)cc1 (stereo not drawn)
52	O=C(CSc1nc(C(F)(F)F)cc(=O)[nH]1)Nc1nccs1
53	O=C(CCCc1ccccc1)Nc1ccc(Br)cc1F
54	CC1=C(C(=O)OC(C)C)C2(O)C(=O)c3ccccc3C2(O)N1 (stereo not drawn)
55	O=[N+]([O-])c1cc2c(cc1CN1CCN(CCOCCO)CC1)OCO2
56	CN1CCc2ccccc2C1Cc1ccccc1NC(=O)c1sc2ccccc2c1Cl (stereo not drawn)
Compound	49	50	51	52	53	54	55	56
RPL19A-GFP yeast	99	102	107	84	108	102	101	97
MEP2-GFP yeast	101	111	100	87	168	96	111	100
LAP4-GFP MLPCN	99	91	110	95	130	111	101	98
CIT2 TOR yeast	102	102	104	91	145	100	105	95
GASC-1 inh	/	-7	1	-12	5	4	6	7
AGP1-GFP MLPCN	100	100	102	87	96	99	100	100
GRK2 aptamer HTS	83*	0	6	0	0	2	1	0
VLA-4 inh	0	5	15	6	-10	5	14	2

57	O=C(CCN1C(=O)c2ccccc2S1(=O)=O)Nc1ccc(F)c(F)c1F
58	Oc1ccccc1C1N=C(c2ccccc2)NC(c2ccccc2)=N1
59	CCC(=O)Nc1cccc(C2=NOC3(C2)C[C@@H](C(N)=O)N(C(=O)c2cc([N+](=O)[O-])cc([N+](=O)[O-])c2)C3)c1 (stereo partly drawn)
60	COc1ccc(-c2nnc3ccc(SCC(=O)NCc4ccco4)nn23)cc1
61	Cc1ccc(C(=O)NC(=S)NNC(=O)c2ccc([N+](=O)[O-])cc2)cc1
62	C=CCSc1nc2ccccc2n1S(=O)(=O)c1ccc(C)cc1
63	CCN(c1ccccc1)S(=O)(=O)c1cc(C(=O)NCc2ccco2)ccc1C
64	CCOc1ccc(S(=O)(=O)NCCc2ccccn2)cc1
Compound	57	58	59	60	61	62	63	64
RPL19A-GFP yeast	99	95	97	100	101	?	96	99
MEP2-GFP yeast	99	95	98	102	105	?	97	108
LAP4-GFP MLPCN	105	96	123	95	92	?	99	90
CIT2 TOR yeast	89	93	90	99	97	?	95	118
GASC-1 inh	-6	-23	-1	-11	-4	6	/	7
AGP1-GFP MLPCN	104	94	87	108	102	?	96	103
GRK2 aptamer HTS	0	0	6	2	0	2	2	2
VLA-4 inh	1	13	24	-13	7	7	5	6

In the list so far, these have bromine.
20	O=C(O)CC/C(=C\c1cc2c(cc1Br)OCO2)c1nc2ccccc2s1
37	O=C(COC(=O)C1CCCN1C(=O)C12CC3CC(CC(C3)C1)C2)c1ccc(Br)cc1 (stereo not drawn)
42	O=C(Nc1nnc(C2CC2)s1)c1cncc(Br)c1
53	O=C(CCCc1ccccc1)Nc1ccc(Br)cc1F
Compound	20	37	42	53
RPL19A-GFP yeast	84	109	100	108
MEP2-GFP yeast	97	103	99	168
LAP4-GFP MLPCN	117	91	97	130
CIT2 TOR yeast	63	108	107	145
GASC-1 inh	0	-6	3	5
AGP1-GFP MLPCN	82	99	95	96
GRK2 aptamer HTS	1	8	4	0
VLA-4 inh	2	-4	-3	-10

Going on with the list.
65	CCCCOC(=O)c1ccc(NC(=O)c2cnccn2)cc1
66	N#Cc1ccc(CNc2cnccn2)cc1
67	Cn1c(=O)c2c(SCC(=O)N3CCOCC3)nc(-c3ccccc3Cl)nc2n(C)c1=O
68	COc1ccc(OC(=O)c2cccc([N+](=O)[O-])c2)c(C(=O)/C=C/c2cccs2)c1
69	Cc1cc(C)c2cc(CN(CC3CCCO3)C(=S)NCc3ccco3)c(=O)[nH]c2c1 (stereo not drawn)
70	Cc1cccc(OCC(=O)Nc2nccs2)c1C
Compound	65	66	67	68	69	70
RPL19A-GFP yeast	96	108	102	99	91	104
MEP2-GFP yeast	97	109	94	103	93	111
LAP4-GFP MLPCN	101	109	90	106	100	94
CIT2 TOR yeast	/	103	92	97	96	97
GASC-1 inh	3	-3	-6	6	-15	-13
AGP1-GFP MLPCN	93	121	96	96	100	94
GRK2 aptamer HTS	1	3	0	4	1	1
VLA-4 inh	5	-10	-6	5	2	2
